Screening results (PubChem BioAssay)
AP complement – alternative complement pathway inhibitors, primary screen, biochemical, ELISA, human serum, orthogonally pooled compounds; 62,000 compounds, 0.08% hits; inhibition, % at 5 µM; LPS-coated ELISA, C3 deposition; tested in compound mixtures; AID 1235, 2008;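 active = inhibition above 30% in each of the two pooled mixtures holding the compound, so the lower value exceeds 30%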;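 note: 0% = serum in Mg-EGTA without compound and 100% = EDTA serum blank; some compounds past the cut are filed as inactive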
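Assay system: Human serum alternative complement pathway, C3 deposition on LPS-coated wells | Incubation: 1 h serum-compound exposure at 37 °C | Doses: 5 µM per compound in ten-compound mixtures | Read-out: Percent inhibition | Technique: ELISA with HRP anti-human C3 antibody, TMB substrate, absorbance 450 nm | Replication: Two pool placements per compound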
FXIa inh mix – FXIa protease inhibitors in compound pools, primary screen, biochemical, 10-compound mixtures. Coagulation factor XI (Homo sapiens), P03951. purified FXIa, fluorogenic substrate, pooled mixtures. inhibition, % at 5 µM. 62,000 compounds, 0.19% hits;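 note: each value is inhibition by a whole ten-compound pool holding the compound; 0% = enzyme with no mixture and 100% = wells lacking enzyme; strong numbers were not always called active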
DUSP1 inh – MKP-1 phosphatase inhibitors, primary screen, biochemical, in vitro | Dual specificity protein phosphatase 1 (Homo sapiens), P28562 | recombinant MKP-1, OMFP hydrolysis fluorescence | inhibition, %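 (compounds tested at a single concentration somewhere between 10 and 100 µM)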 | 65,000 compounds, 0.15% hits;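 active = inhibition above about 50%, limit read from the data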;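 note: 0% = DMSO max control wells and 100% = wells with enzyme stopped by NaOH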
Hsp90 inh – tumor Hsp90 inhibitors, primary screen, cell lysate, fluorescence polarization, NCI-N417 lysate; Heat shock protein HSP 90-alpha (Homo sapiens), P07900; Cy3B-geldanamycin FP displacement; inhibition, % at 30 µM; 64,000 compounds, 0.35% hits; AID 429, 2006;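 active = inhibition above 50%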;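 note: 0% = tracer plus lysate wells and 100% = tracer alone without lysate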
MMP13 inh – human MMP13 inhibitors, primary screen, biochemical, FRET peptide cleavage. AID 570, 2006. MMP-13 fTHP FRET cleavage, Mca fluorescence. 65,000 compounds, 0.07% hits. inhibition, % at 4 µM;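 active = inhibition above the mean of compound-free control plate wells plus 3 SD, cut at about 14% in these data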;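 note: 0% = DMSO wells and 100% = wells with reference MMP-13 inhibitor after basal subtraction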
A340 absorber – compound light absorbance at 340 nm, profiling panel, artefact control, biochemical, MLSMR library, data from PS, PMK, MK assays | compound absorbance at 340 nm, fold over control | fold change at 10 µM | 65,000 tested, under 10 active;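 active = at 10 µM dose, initial 340 nm absorbance at least 2 fold that of control wells; inactive = change under 2 fold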;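 note: initial absorbance extrapolated from kinetic A340 decline of NADH oxidation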
Cdc25B inh – inhibitors of Cdc25B phosphatase catalytic domain, primary screen, biochemical, OMFP fluorescence; M-phase inducer phosphatase 2 (Homo sapiens), P30305; recombinant Cdc25B, OMFP fluorescence Ex485/Em525; inhibition, %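 (compounds tested at 10 µM final in the well)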; 65,000 compounds, 0.1% hits; AID 368, 2006; in the data active = inhibition above about 50%
FXIIa inh mix – human factor XIIa inhibitors, primary screen, biochemical, pooled compound mixtures, fluorogenic substrate; purified FXIIa; inhibition, % at 5 µM; 62,000 compounds, 0.2% hits;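 note: 0% = enzyme without compound and 100% = no enzyme blank; some results filed as inactive read as strong as hits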
Target sequence (P00748 20-372 limits assumed): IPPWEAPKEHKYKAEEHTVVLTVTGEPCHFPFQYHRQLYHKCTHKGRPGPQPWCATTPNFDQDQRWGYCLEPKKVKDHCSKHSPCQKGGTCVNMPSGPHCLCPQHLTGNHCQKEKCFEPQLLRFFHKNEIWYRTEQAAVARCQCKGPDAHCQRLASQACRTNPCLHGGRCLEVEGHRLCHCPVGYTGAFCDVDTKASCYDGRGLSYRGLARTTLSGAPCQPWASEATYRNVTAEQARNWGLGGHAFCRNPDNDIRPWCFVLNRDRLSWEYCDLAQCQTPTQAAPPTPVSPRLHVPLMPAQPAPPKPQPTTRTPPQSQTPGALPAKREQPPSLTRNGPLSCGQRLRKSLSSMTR
Target sequence (P00748 373-615 limits assumed): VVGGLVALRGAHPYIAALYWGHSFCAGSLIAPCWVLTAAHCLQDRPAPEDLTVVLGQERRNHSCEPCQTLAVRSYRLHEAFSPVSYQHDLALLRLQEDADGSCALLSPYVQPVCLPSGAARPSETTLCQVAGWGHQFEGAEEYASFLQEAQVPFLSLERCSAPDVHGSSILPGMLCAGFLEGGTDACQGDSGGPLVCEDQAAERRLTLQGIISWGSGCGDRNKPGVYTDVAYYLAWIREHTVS
JNK3 inh – JNK3 kinase activity inhibitors, primary screen, biochemical, human, purified enzyme; inhibition, % at 8 µM; HTS; 60,000 compounds, 0.61% hits; Mitogen-activated protein kinase 10 (Homo sapiens), P53779; AID 746, 2007; in the data active = inhibition above about 17%;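 note: 0% = DMSO and 100% = reference inhibitor; many of its hits are not listed in these tables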
Target sequence (P53779 whole entry, looked up): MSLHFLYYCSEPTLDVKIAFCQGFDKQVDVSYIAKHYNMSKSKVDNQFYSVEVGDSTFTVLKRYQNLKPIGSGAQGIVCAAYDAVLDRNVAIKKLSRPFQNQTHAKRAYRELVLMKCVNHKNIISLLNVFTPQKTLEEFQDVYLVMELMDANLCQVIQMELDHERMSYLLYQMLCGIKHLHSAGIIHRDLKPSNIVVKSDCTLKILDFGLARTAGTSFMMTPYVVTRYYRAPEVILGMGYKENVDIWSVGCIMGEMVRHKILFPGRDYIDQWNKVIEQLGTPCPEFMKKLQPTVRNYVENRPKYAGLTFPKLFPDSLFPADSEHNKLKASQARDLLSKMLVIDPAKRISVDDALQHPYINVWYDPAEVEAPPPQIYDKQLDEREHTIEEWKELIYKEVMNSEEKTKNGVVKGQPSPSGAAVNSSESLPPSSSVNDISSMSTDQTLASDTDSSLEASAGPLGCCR
* hit, by the source's call; / = not tested or not shown. Cut-off read from the data, not from the text of the source, unless noted: active = inhibition above about 20% (passing the limit was not always enough); inactive = the rest.

SMILES	AP complement	FXIa inh mix	DUSP1 inh	Hsp90 inh	MMP13 inh	A340 absorber	Cdc25B inh	FXIIa inh mix	JNK3 inh
O=C(CCCCn1c(=O)[nH]c2ccccc2c1=O)NC1CCN(Cc2ccccc2)CC1	8	10	4	-2	-2	1	-31	-16	-6
O=C(CSc1nnc(-c2ccc(Cl)s2)o1)N1CCCc2ccccc21	23	11	7	0	-1	1	-12	4	-12
O=c1c(-c2ccco2)[n+]([O-])c2ccccc2n1OCc1ccccn1	9	29*	12	-21	2	1.1	5	-16	0
CC(C)OCCCNC(=O)CN1CCN(Cc2ccccc2Cl)C1=O	11	7	19	0	-8	1.1	-1	5	/
CCc1cccc2c1NC(=O)[C@]21[C@@H]2C(=O)N(Cc3ccccc3)C(=O)[C@@H]2[C@@H]2CCCN21	15	2	3	-16	8	1	7	-7	0
Cc1oc(-c2ccc(F)cc2)cc1-c1nn2c(-c3ccco3)nnc2s1	17	2	38	-7	-3	1.1	5	14	6
O=C(NCCOC(=O)c1cccs1)c1cccnc1	2	8	-10	0	1	1	1	3	0
O=C(CCCn1c(=S)[nH]c2cc3c(cc2c1=O)OCO3)N1CCc2ccccc2C1	13	24	8	-3	1	1.1	0	11	/
CSc1nc(N2CCN(CCO)CC2)c2sc3nc(-c4ccco4)c4c(c3c2n1)CCC4	-1	7	-8	/	-9	1.1	-10	9	/
COc1ccc(CN2CC(C(=O)NCCCN3CCN(Cc4ccccc4)CC3)CC2=O)cc1 (stereo not given)	4	5	12	-2	0	1.1	0	4	/
O=C(NCCC1=CCCCC1)c1cnccn1	10	0	-11	-11	5	1.1	3	3	3
O=C1Nc2ccccc2C12OCC1(CO2)COC2(OC1)C(=O)Nc1ccccc12 (stereo not given)	13	9	11	-8	5	1	-1	9	/
COc1cccc(N2CC34C=CC(O3)C(C(=O)O)C4C2=O)c1 (stereo not given)	15	11	17	-1	5	1	-3	9	/
COC(=O)CCS(=O)(=O)c1ccc(Cl)c(Cl)c1	-12	3	6	-2	-8	1.1	-9	1	-6
O=C(N1CCOCC1)N(Cc1ccco1)CC1CCCO1 (stereo not given)	-7	3	26	-7	2	0.98	0	2	0

Printed as active in FXIa inh mix, of those listed so far:
Molecule	AP complement	FXIa inh mix	DUSP1 inh	MMP13 inh	A340 absorber	Cdc25B inh	FXIIa inh mix	JNK3 inh
O=c1c(-c2ccco2)[n+]([O-])c2ccccc2n1OCc1ccccn1	9	29*	12	2	1.1	5	-16	0

Further records.
SMILES	AP complement	FXIa inh mix	DUSP1 inh	Hsp90 inh	MMP13 inh	A340 absorber	Cdc25B inh	FXIIa inh mix	JNK3 inh
Cc1cccc(-c2nnn(CC/C(N)=N/O)n2)c1	10	7	-2	-2	2	0.97	-1	3	-4
Cc1cccc(NC(=O)Cn2cnc3ccc(S(=O)(=O)N4CCC(C)CC4)cc3c2=O)n1	11	3	42	-7	0	0.94	-7	3	4
CCN1C(=O)c2ccc(C(=O)O)cc2C1=O	-3	3	-8	2	4	1	2	1	1
CC(C)CCOCC1CC2(CC(C)(c3csc(N)n3)OC2=O)C(=O)O1 (stereo not given)	10	1	2	0	3	1	-2	5	-5
COC(=O)Cc1c(C)nc2nc(Cc3ccccc3)[nH]n2c1=O	3	-5	-4	-3	4	1	1	3	5
COC(=O)c1ccc(CSc2nc3c(cnn3-c3ccc(F)cc3)c(=O)[nH]2)o1	4	7	-2	-7	2	1	/	3	/
O=C(COC(=O)Cn1cnc2ccccc21)NCCc1ccccc1	1	11	4	-3	5	0.99	-13	-13	-1
C=CCOC(=O)C1=C(C)NC(SCC(=O)N(CC)CC)=C(C#N)C1c1ccco1 (stereo not given)	/	/	-4	-1	-14	1	-5	/	-11
COc1ccc(-c2nn3cnnc3s2)cc1OC	5	10	-7	-3	-4	1.1	-3	-4	-2
O=C(NCCCn1ccnc1)c1cn(-c2ccccc2)nc1-c1ccccc1	6	1	-9	-1	3	1	-9	3	-1
COC(=O)c1c(C)oc2ccc(OC(=O)N3CCOCC3)cc12	26	-12	18	-4	0	1	1	3	6
COc1ccc(C2CC(=O)c3cnc(NC(=O)c4cccc(OC)c4)nc3C2)cc1 (stereo not given)	8	2	7	-6	2	1	7	-3	3
CCc1nnc(NC(=O)C2CCCN2C(=O)NC2CCCCC2)s1 (stereo not given)	5	5	3	1	0	1.1	-8	3	4
Cc1onc(-c2ccccc2Cl)c1C(=O)OCn1nnc2ccccc2c1=O	/	/	-1	-3	3	1	1	/	-7
Cn1c(/C=N/c2nc3ccccc3[nH]2)nc2ccccc21	12	0	0	-1	4	1	1	4	5
O=C(NC1CCCCC1)C1CCN(S(=O)(=O)N2CCOCC2)CC1	13	7	4	-3	-1	1	1	0	3
CCOc1ccccc1OCCOCCN1CC(C)OC(C)C1 (stereo not given)	18	18	6	-5	5	1.1	-2	11	1
COC(=O)c1[nH]c2cc(OC)ccc2c1NC(=O)CN1CCC(C(N)=O)CC1	/	/	-10	-8	-33	1.1	30	/	0
Cc1c(NC(=O)C(C)N2C(=O)c3ccccc3C2=O)c(=O)n(-c2ccccc2)n1C (stereo not given)	0	6	7	-2	-5	1.1	-3	0	4
COC(=O)C(Cc1ccc(O)cc1)NC(=O)CCC(=O)Nc1ccc(S(N)(=O)=O)cc1 (stereo not given)	10	-2	-10	-4	3	1	-9	2	-4
Cc1cc(-n2nc(C)cc2C)nc(N)n1	17	0	-7	7	-2	1.1	-15	2	3
O=C(CN1CCN(c2ccc(F)cc2)CC1)Nc1nnc(-c2ccccc2)s1	-11	0	22	-4	-4	1	4	0	7
CCOC(=O)c1c(NC(=O)CSc2nnc(C)c(=O)[nH]2)sc2c1CCC2	-3	6	27	-4	2	1	-1	9	-2
CCC(OC(=O)c1ccco1)C(=O)NCc1ccc(C)cc1 (stereo not given)	-1	5	12	-3	1	0.98	-24	2	6
CCC(Oc1ccccc1)C(=O)Nc1nnc(C(F)(F)F)s1 (stereo not given)	9	10	-6	-3	1	1.1	0	2	5
O=C(CN1CCC(O)(c2ccc3c(c2)OCO3)CC1)OC1CCCCC1	-1	-4	-1	3	8	0.97	-11	2	-2
CCCNC(=O)N1CCN(c2ncccn2)CC1	/	/	3	-2	2	1	-10	/	-5
CCCn1nnc(NC(=O)c2ccc(OCC)c(Cl)c2)n1	14	-38	7	-1	4	1.1	-4	-23	0
C=C(C)CSc1nnc([C@@H](NC(=O)OC(C)(C)C)C(C)CC)o1 (stereo not given in full)	1	2	-1	-1	-4	1	2	-18	-7
CN(C)c1nc(N)nc(-c2ccco2)n1	-9	18	3	-6	5	1.1	3	-17	-9
CCC(CC)C(=O)Nc1cc(NC(=O)C(CC)CC)cc(C(=O)O)c1	-4	-27	1	-4	4	1	-4	6	-6
O=C(CN1CCC(n2nnc3cc(F)ccc32)CC1)Nc1ccccc1N1CCOCC1	/	/	12	-9	-1	1	-6	/	15
S=C(c1ccc(-c2cc(Cl)ccc2Cl)o1)N1CCOCC1	10	6	13	-3	0	1	-26	1	-1
Cc1ccc(-c2ccc(=O)n(CC(=O)NCCN3CCCCC3C)n2)cc1 (stereo not given)	9	1	-8	-3	2	1	-11	-2	-6
CCN(CC)S(=O)(=O)c1cccc(C(=O)Nc2ccccc2)c1	11	4	4	-1	1	1	-16	8	-1
COc1ccc(C(=O)C2CCCCC2=O)cc1 (stereo not given)	/	/	-13	0	3	1	8	/	4
Cc1onc(-c2ccccc2Cl)c1C(=O)Oc1cc(N)n(S(=O)(=O)c2ccc(F)cc2)n1	14	1	-25	0	2	1	-8	-2	4
O=C1CN(C(=O)c2ccc(Br)o2)C(c2ccccc2)c2cc(Br)ccc2N1 (stereo not given)	16	3	11	-2	1	1	0	-18	-2
CCOC(=O)c1cccc(NC(=O)CN(C)S(=O)(=O)c2cnc[nH]2)c1	17	5	-6	-2	-1	0.99	-7	3	-1
Cc1cc(C)n(CC2CC(=O)N(c3ccc(Cl)c(Cl)c3)C2=O)n1 (stereo not given)	-8	20	-15	-3	-3	1	30	2	7
Cc1onc(-c2ccccc2)c1C(=O)Nc1cccnc1	24	5	8	-2	1	1	10	0	7
CCOC(=O)c1ccc2c(c1)nc(SC/C(O)=C(\C#N)c1nc3ccccc3[nH]1)n2CC	5	2	17	/	-2	1.1	-4	-18	/
Cc1cc(C)nc(-n2nc(C)cc2NC(=O)CN2CCc3ccccc3C2)n1	5	2	31	-3	-4	1	-18	2	5
Cc1ccc(N2CC(C(=O)Nc3nccs3)CC2=O)cc1 (stereo not given)	11	2	-6	-4	-6	0.99	-17	5	4
CC(=O)N1CCc2c(sc(NC(=O)CN3C(=O)CCC3=O)c2C(N)=O)C1	3	9	-2	-3	-6	1.1	-5	1	-2

Results in DUSP1 inh and Hsp90 inh, for some of the entries so far:
Structure	DUSP1 inh	Hsp90 inh
O=C(CN1CCN(c2ccc(F)cc2)CC1)Nc1nnc(-c2ccccc2)s1	22	-4
CCOC(=O)c1c(NC(=O)CSc2nnc(C)c(=O)[nH]2)sc2c1CCC2	27	-4
CCC(OC(=O)c1ccco1)C(=O)NCc1ccc(C)cc1 (stereo not given)	12	-3
CCC(Oc1ccccc1)C(=O)Nc1nnc(C(F)(F)F)s1 (stereo not given)	-6	-3
O=C(CN1CCC(O)(c2ccc3c(c2)OCO3)CC1)OC1CCCCC1	-1	3

Additional compounds
SMILES	AP complement	FXIa inh mix	DUSP1 inh	Hsp90 inh	MMP13 inh	A340 absorber	Cdc25B inh	FXIIa inh mix	JNK3 inh
Cc1ccc(-c2cc(C(F)F)nc(N3CCC(C)CC3)n2)cc1	3	-7	-5	1	-4	0.99	-22	-3	/
CCCS(=O)(=O)NCc1cn2cccc(C)c2n1	/	/	-1	-5	-7	1	11	/	3
O=C(CSc1nnc(COc2ccc3c(c2)CCCC3)o1)Nc1ccc(F)cc1	20	4	6	0	-4	1	1	13	4
COc1ccc(N(C(=O)c2cccc(OC)c2OC)C2C=CS(=O)(=O)C2)cc1 (stereo not given)	-2	16	3	-3	1	1	-15	-18	5
Cc1ccc(NC(=O)CSc2nnc(-c3cnccn3)n2Cc2ccco2)cc1	21	0	-10	-8	2	1	3	3	11
O=C(NC1CCCCC1)C(c1ccncc1)N(C(=O)Cn1nnc(-c2cccs2)n1)C1CCCC1 (stereo not given)	9	6	7	1	4	1.1	-8	2	-1
O=C(CN1CCOCC1)Nc1ccccc1-c1ccccc1	-6	-15	5	-5	-12	1	0	5	-1
COc1ccc(NC(=O)C2OCCc3ccccc32)c(OC)c1 (stereo not given)	5	3	-2	1	1	1	-8	-15	6
Cc1cnc(C(=O)OCC(=O)Nc2ccc(Cl)cc2Cl)cn1	14	6	-8	-3	-2	1	-1	3	-10
COc1cc(C2C(C(=O)OC(C)C)=C(C)Nc3[nH]c(=O)[nH]c(=O)c32)ccc1O (stereo not given)	11	5	2	2	0	1.1	8	12	9
Cc1nc(C)c(-c2ccccc2)c(=O)[nH]1	31	3	-19	3	6	0.98	1	-7	3
Cc1ccc(NC2=NC3(CCCCC3)N=C(N)N2)c(C)c1	-9	2	7	-2	3	0.99	-1	-19	3
O=C(C1CCC1)N1CCc2cc(S(=O)(=O)NC3CCCC3)ccc21	13	1	-4	-2	0	0.99	-8	-1	2
CC1CCCC(C)N1C(=O)c1cc(-c2cccs2)on1 (stereo not given)	15	-2	0	-4	1	0.98	-15	3	4
CCCCCn1c(CNC(C)=O)nc2ccccc21	3	-2	4	/	2	1	-3	3	/
CCN(CCCn1c(SCC#N)nc2ccccc2c1=O)c1ccccc1	13	1	29	-2	5	1	-10	4	-3
